Source: PubChem (Broad Institute)
NSD2 inh – blocks human NSD2 histone methyltransferase activity | O96028 | NSD2-SET H3K36me1 DELFIA fluorescence, biochemical | inhibition, % at 12.5 µM | actives 0.07% (n = 44,000); in the data active = inhibition above about 54%, passing the limit was not always enough; inconclusive = no clear call, values can overlap the other calls;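 also: inhibitors reduce the monomethyl H3K36 fluorescence signal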
Target sequence (O96028 whole entry, looked up): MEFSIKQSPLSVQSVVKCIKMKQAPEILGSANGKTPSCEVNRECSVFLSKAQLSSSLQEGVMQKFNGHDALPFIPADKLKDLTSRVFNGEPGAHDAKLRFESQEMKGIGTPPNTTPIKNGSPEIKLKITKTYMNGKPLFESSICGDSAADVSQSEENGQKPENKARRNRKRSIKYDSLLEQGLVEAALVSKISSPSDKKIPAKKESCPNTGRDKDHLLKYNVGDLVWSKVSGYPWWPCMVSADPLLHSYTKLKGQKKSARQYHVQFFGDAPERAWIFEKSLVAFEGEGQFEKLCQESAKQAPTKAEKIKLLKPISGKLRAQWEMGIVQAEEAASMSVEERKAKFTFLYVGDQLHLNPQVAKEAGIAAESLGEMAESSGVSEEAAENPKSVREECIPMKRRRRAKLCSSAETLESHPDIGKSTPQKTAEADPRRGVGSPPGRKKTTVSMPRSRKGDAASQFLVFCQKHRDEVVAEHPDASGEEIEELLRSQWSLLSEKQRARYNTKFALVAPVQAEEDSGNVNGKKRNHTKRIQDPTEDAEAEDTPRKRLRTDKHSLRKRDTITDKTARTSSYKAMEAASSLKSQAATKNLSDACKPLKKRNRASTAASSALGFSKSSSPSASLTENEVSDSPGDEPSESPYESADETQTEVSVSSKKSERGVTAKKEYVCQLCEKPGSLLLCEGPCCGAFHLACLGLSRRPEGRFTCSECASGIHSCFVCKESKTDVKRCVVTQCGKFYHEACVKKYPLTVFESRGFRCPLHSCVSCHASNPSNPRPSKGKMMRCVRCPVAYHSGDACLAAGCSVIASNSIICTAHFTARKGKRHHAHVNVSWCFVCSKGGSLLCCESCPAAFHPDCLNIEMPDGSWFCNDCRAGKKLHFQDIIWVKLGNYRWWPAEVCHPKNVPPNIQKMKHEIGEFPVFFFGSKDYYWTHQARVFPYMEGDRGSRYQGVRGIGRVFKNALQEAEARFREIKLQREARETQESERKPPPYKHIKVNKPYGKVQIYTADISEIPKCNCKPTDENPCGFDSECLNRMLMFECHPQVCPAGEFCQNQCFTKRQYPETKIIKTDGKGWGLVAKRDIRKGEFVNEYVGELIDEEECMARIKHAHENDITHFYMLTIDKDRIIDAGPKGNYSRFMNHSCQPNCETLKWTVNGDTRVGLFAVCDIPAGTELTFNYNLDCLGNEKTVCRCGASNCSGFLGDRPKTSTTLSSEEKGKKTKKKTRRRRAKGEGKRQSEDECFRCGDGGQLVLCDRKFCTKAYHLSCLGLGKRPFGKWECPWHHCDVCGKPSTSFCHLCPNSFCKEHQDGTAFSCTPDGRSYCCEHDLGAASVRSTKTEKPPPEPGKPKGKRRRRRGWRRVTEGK
The depositor's hits bear a star; ? = inconclusive. This is a subset; rates above refer to the full screens.

The first 7 compounds as a preview:
SMILES | NSD2 inh
O=C(C[C@@H]1C[C@@H]2c3cc(NC(=O)C4CCC4)ccc3O[C@@H]2[C@@H](CO)O1)NCCc1ccccc1 | 4.7
C[C@H]1CN([C@@H](C)CO)C(=O)Cc2cc(NC(=O)Nc3ccc(C(F)(F)F)cc3)ccc2O[C@H]1CN(C)CC1CCCCC1 | 1.5
C[C@H]1CN([C@@H](C)CO)C(=O)c2cccc(NC(=O)c3nc4ccccc4s3)c2O[C@H]1CN(C)C(=O)Nc1ccc(F)cc1 | 2.0
CCCN(C)C[C@H]1Oc2ncc(-c3ccccc3)cc2C(=O)N([C@@H](C)CO)C[C@@H]1C | -10.3
C[C@@H]1CCCCO[C@@H](CN(C)C(=O)Nc2ccc(F)cc2)[C@H](C)CN([C@H](C)CO)C(=O)c2cc(NC(=O)CCC(F)(F)F)ccc2O1 | -1.5
O=C1Cc2ccccc2N1c1c(Cl)cccc1Cl | 5.9
C[C@H](CO)N1C[C@H](C)[C@@H](CN(C)C)Oc2c(NC(=O)C3CC3)cccc2C1=O | 7.2

Results (from the top)
SMILES | NSD2 inh
O=C(C[C@@H]1C[C@@H]2c3cc(NC(=O)C4CCC4)ccc3O[C@@H]2[C@@H](CO)O1)NCCc1ccccc1 | 4.7
C[C@H]1CN([C@@H](C)CO)C(=O)Cc2cc(NC(=O)Nc3ccc(C(F)(F)F)cc3)ccc2O[C@H]1CN(C)CC1CCCCC1 | 1.5
C[C@H]1CN([C@@H](C)CO)C(=O)c2cccc(NC(=O)c3nc4ccccc4s3)c2O[C@H]1CN(C)C(=O)Nc1ccc(F)cc1 | 2.0
CCCN(C)C[C@H]1Oc2ncc(-c3ccccc3)cc2C(=O)N([C@@H](C)CO)C[C@@H]1C | -10.3
C[C@@H]1CCCCO[C@@H](CN(C)C(=O)Nc2ccc(F)cc2)[C@H](C)CN([C@H](C)CO)C(=O)c2cc(NC(=O)CCC(F)(F)F)ccc2O1 | -1.5
O=C1Cc2ccccc2N1c1c(Cl)cccc1Cl | 5.9
C[C@H](CO)N1C[C@H](C)[C@@H](CN(C)C)Oc2c(NC(=O)C3CC3)cccc2C1=O | 7.2
C[C@@H]1CCCCO[C@@H](CN(C)Cc2ccccc2)[C@H](C)CN([C@@H](C)CO)C(=O)c2cc(NC(=O)Nc3ccc4c(c3)OCO4)ccc2O1 | 6.8
O=C(NO)c1cccc(C(=O)N/N=C/c2cccc(O)c2)c1 | -5.9
C[C@@H]1CN([C@@H](C)CO)C(=O)c2cccc(NS(=O)(=O)c3cccs3)c2O[C@H]1CN(C)C | 1.1
C[C@H]1CN([C@@H](C)CO)C(=O)c2cc(NS(=O)(=O)c3ccc(Cl)cc3)ccc2O[C@@H]1CN(C)Cc1ccc(C(=O)O)cc1 | 1.0
C[C@H]1CN([C@@H](C)CO)C(=O)Cc2cc(NC(=O)CCN3CCOCC3)ccc2O[C@H]1CN(C)Cc1ccc2c(c1)OCO2 | -2.7
C[C@@H]1CN([C@H](C)CO)C(=O)Cc2cc(NC(=O)NC3CCCCC3)ccc2O[C@@H]1CN(C)C(=O)NC1CCCCC1 | 5.5
C[C@@H]1CCCCO[C@@H](CN(C)CC2CC2)[C@@H](C)CN([C@H](C)CO)C(=O)c2cc(NS(=O)(=O)c3cn(C)cn3)ccc2O1 | 1.5
C[C@@]1(C2CCCC2)Cc2cc(OCC(=O)O)c(Cl)c(Cl)c2C1=O | -10.4
N#C/C(=C/c1ccc(O)c(O)c1)C(=O)NCCCCc1ccccc1 | -12.3
C[C@H](CO)N1C[C@H](C)[C@H](CN(C)Cc2ccc3c(c2)OCO3)Oc2ccc(NC(=O)Nc3ccc(C(F)(F)F)cc3)cc2C1=O | 0.3
COCC(=O)Nc1ccc2c(c1)[C@@H]1C[C@H](CC(=O)NCCN3CCCCC3)O[C@@H](CO)[C@@H]1O2 | 6.2
C/C=C/c1cnc2c(c1)C(=O)N([C@@H](C)CO)C[C@@H](C)[C@@H](CN(C)C(=O)Nc1ccc(C(F)(F)F)cc1)O2 | -7.4
C[C@H]1CN([C@@H](C)CO)C(=O)Cc2cc(NC(=O)CCCCCC(=O)Nc3ccccc3N)ccc2O[C@H]1CN(C)C | 1.9
Cc1cccc(CN(C)C[C@H]2OCc3cnnn3CCCC(=O)N([C@H](C)CO)C[C@H]2C)c1 | 4.3
C[C@@H]1CN([C@H](C)CO)C(=O)c2cc(NS(=O)(=O)c3cn(C)cn3)ccc2O[C@@H]1CN(C)S(=O)(=O)c1cn(C)cn1 | -8.5
C[C@H]1CN([C@@H](C)CO)C(=O)Cc2cc(NC(=O)Nc3ccccc3)ccc2O[C@H]1CN(C)S(=O)(=O)c1ccc(F)cc1 | -5.8
COc1ccc(S(=O)(=O)Nc2ccc3c(c2)C(=O)N([C@H](C)CO)C[C@@H](C)[C@@H](CN(C)Cc2ccc4c(c2)OCO4)O3)cc1 | -0.8
Cc1ccc(S(=O)(=O)Nc2ccc3c(c2)CC(=O)N([C@H](C)CO)C[C@H](C)[C@H](CN(C)C(=O)NC2CCCCC2)O3)cc1 | 10.9
C[C@@H]1CN([C@@H](C)CO)C(=O)Cc2cc(NS(=O)(=O)c3ccc(F)cc3)ccc2O[C@H]1CN(C)Cc1ccc(Cl)c(Cl)c1 | -11.8
C[C@H]1CN([C@@H](C)CO)C(=O)Cc2cc(NS(=O)(=O)c3ccccc3)ccc2O[C@H]1CN(C)Cc1ccc(C(=O)O)cc1 | 3.5
COCC#Cc1ccc2c(c1)O[C@H](CN(C)C(=O)COC)[C@H](C)CN([C@H](C)CO)S2(=O)=O | 3.0
C[C@@H]1CN([C@H](C)CO)C(=O)Cc2cc(NC(=O)Nc3cccc4ccccc34)ccc2O[C@H]1CN(C)Cc1ccc(C(=O)Nc2ccccc2N)cc1 | -2.0
C[C@H](CO)N1C[C@H](C)[C@H](CN(C)S(=O)(=O)c2cccs2)Oc2ccc(NC(=O)Cc3cn(C)c4ccccc34)cc2C1=O | 10.8
Cc1noc(C)c1S(=O)(=O)Nc1ccc2c(c1)C(=O)N([C@H](C)CO)C[C@@H](C)[C@H](CN(C)S(=O)(=O)c1c(C)noc1C)OCCCC[C@@H](C)O2 | -2.9
CC(C)OC(=O)N(C)C[C@H]1OCc2cn(nn2)CCCC(=O)N([C@H](C)CO)C[C@H]1C | -0.4
CNC[C@@H]1Oc2c(NC(=O)c3nc4ccccc4s3)cccc2C(=O)N([C@@H](C)CO)C[C@H]1C | 0.8
Cc1noc(C)c1S(=O)(=O)N(C)C[C@H]1Oc2ccc(NC(=O)NC3CCCCC3)cc2CC(=O)N([C@H](C)CO)C[C@@H]1C | -4.1
C[C@H]1CN([C@@H](C)CO)C(=O)c2cc(-c3ccncc3)cnc2O[C@@H]1CN(C)S(=O)(=O)c1ccc(F)cc1 | -0.7
Cc1ccc(S(=O)(=O)Nc2ccc3c(c2)C(=O)N([C@H](C)CO)C[C@@H](C)[C@@H](CN(C)Cc2ccc(C(=O)O)cc2)OCCCC[C@@H](C)O3)cc1 | 2.7
CNC[C@H]1Oc2ncc(C#CC3(O)CCCC3)cc2C(=O)N([C@@H](C)CO)C[C@H]1C | -2.1
O=C(N/N=C/c1ccc([N+](=O)[O-])c(O)c1)c1ccccc1O | -4.7
COc1ccc(CN(C)C[C@H]2Oc3c(NS(=O)(=O)c4ccc(Cl)cc4)cccc3C(=O)N([C@H](C)CO)C[C@@H]2C)cc1 | 3.1
Cc1noc(C)c1S(=O)(=O)Nc1ccc2c(c1)C(=O)N([C@@H](C)CO)C[C@H](C)[C@@H](CN(C)S(=O)(=O)c1ccccc1)O2 | -4.7
Cc1ccc(S(=O)(=O)Nc2ccc3c(c2)C(=O)N([C@H](C)CO)C[C@H](C)[C@@H](CN(C)S(=O)(=O)c2cccs2)OCCCC[C@@H](C)O3)cc1 | -2.5
C[C@@H]1CN([C@@H](C)CO)C(=O)Cc2cc(NC(=O)Cn3cnnn3)ccc2O[C@H]1CN(C)C | -1.5
C[C@@H]1CN([C@@H](C)CO)C(=O)c2cc(NS(=O)(=O)c3ccc(Cl)cc3)ccc2O[C@@H](C)CCCCO[C@H]1CN(C)Cc1ccc2c(c1)OCO2 | -2.1
Cc1noc(C)c1NC(=O)N(C)C[C@H]1OCCCC[C@@H](C)Oc2ccc(NC(=O)NC(C)C)cc2C(=O)N([C@H](C)CO)C[C@@H]1C | 1.2
CCCC#Cc1ccc2c(c1)O[C@@H](CN(C)C(=O)CC)[C@H](C)CN([C@H](C)CO)S2(=O)=O | 0.3
CCCC#Cc1cnc2c(c1)C(=O)N([C@H](C)CO)C[C@@H](C)[C@H](CN(C)C(=O)c1cccc(F)c1)O2 | 9.0
C[C@H]1CN([C@@H](C)CO)C(=O)c2cc(N(C)C)ccc2O[C@@H]1CN(C)Cc1ccc(C(F)(F)F)cc1 | 1.2
Cc1ccc(S(=O)(=O)Nc2cccc3c2O[C@@H](CN(C)S(=O)(=O)c2ccc(F)cc2)[C@@H](C)CN([C@H](C)CO)C3=O)cc1 | -5.1
C[C@H]1CN([C@@H](C)CO)C(=O)c2cccc(NC(=O)C3CC3)c2O[C@@H]1CN(C)Cc1ccc(C(=O)Nc2ccccc2N)cc1 | 1.6
CO[C@@H](CN(C)S(=O)(=O)c1ccc(F)cc1)[C@H](C)CN(C(=O)Nc1ccccc1F)[C@H](C)CO | 9.0
C[C@@H]1CN([C@H](C)CO)C(=O)c2cc(C#CC(C)(C)O)cnc2O[C@@H]1CN(C)Cc1ccccn1 | 8.7
COc1cc2c(c(OC)c1OC)-c1ccc(OC)c(=O)cc1C(NC(C)=O)CC2 (stereo not drawn) | 0.3
C[C@@H]1CN([C@H](C)CO)C(=O)Cc2cc(NC(=O)NC3CCCCC3)ccc2O[C@@H]1CN(C)Cc1ccc(-c2ccccc2)cc1 | -2.1
C[C@@H]1CN([C@@H](C)CO)C(=O)c2cccc(NS(C)(=O)=O)c2O[C@@H]1CN(C)C(=O)Nc1ccc(C(F)(F)F)cc1 | 1.8
C[C@H]1CN([C@@H](C)CO)C(=O)c2cc(NC(=O)C3CC3)ccc2O[C@@H]1CN(C)CC1CCCCC1 | -25.6
C[C@@H]1CN([C@@H](C)CO)C(=O)Cc2cc(NS(=O)(=O)c3ccc(F)cc3)ccc2O[C@H]1CN(C)CC1CCCCC1 | 6.9
C/C=C/c1ccc2c(c1)O[C@@H](CN(C)C(=O)c1ccncc1)[C@@H](C)CN([C@H](C)CO)S2(=O)=O | 0.7
C[C@@H]1CN([C@H](C)CO)C(=O)c2cc(NS(=O)(=O)c3ccccc3)ccc2O[C@@H](C)CCCCO[C@H]1CN(C)C(=O)Nc1ccc(F)cc1 | ?
O=C(N/N=C/c1nccs1)c1ccccn1 | 3.5
O=C(O)CNS(=O)(=O)c1ccccc1 | -2.0

Three entries from above, arranged by count of non-hydrogen atoms, smallest number first.
SMILES | NSD2 inh
C[C@@]1(C2CCCC2)Cc2cc(OCC(=O)O)c(Cl)c(Cl)c2C1=O | -10.4
C[C@H](CO)N1C[C@H](C)[C@@H](CN(C)C)Oc2c(NC(=O)C3CC3)cccc2C1=O | 7.2
O=C(C[C@@H]1C[C@@H]2c3cc(NC(=O)C4CCC4)ccc3O[C@@H]2[C@@H](CO)O1)NCCc1ccccc1 | 4.7

(next part)
SMILES | NSD2 inh
C[C@@H]1CN([C@H](C)CO)S(=O)(=O)c2ccc(C#Cc3ccncc3)cc2O[C@H]1CN(C)C(=O)C1CCC1 | 4.1
C[C@H]1CN([C@@H](C)CO)C(=O)c2cc(NS(=O)(=O)c3cn(C)cn3)ccc2O[C@@H]1CN(C)C | 4.4
CC(=O)N(C)C[C@H]1Oc2ncc(C#Cc3cccnc3)cc2C(=O)N([C@H](C)CO)C[C@@H]1C | 22.9
COc1ccc(S(=O)(=O)Nc2ccc3c(c2)C(=O)N([C@H](C)CO)C[C@H](C)[C@H](CN(C)S(=O)(=O)c2ccc(OC)cc2)O3)cc1 | -5.6
CC(C)c1ccc2c(c1)c1c3c(cncn32)CCC1 | -2.3
C[C@H]1CN([C@@H](C)CO)C(=O)c2cccc(NS(C)(=O)=O)c2O[C@@H]1CN(C)C(=O)Nc1ccccc1 | 15.9
C[C@H]1CN([C@@H](C)CO)C(=O)Cc2cc(NC(=O)Nc3ccc(F)cc3)ccc2O[C@H]1CN(C)Cc1ccc(Cl)c(Cl)c1 | -4.5
C[C@H](CO)N1C[C@H](C)[C@H](CN(C)S(=O)(=O)c2cn(C)cn2)Oc2ccc(NS(=O)(=O)c3ccc(F)cc3)cc2CC1=O | 10.1
CCCC#Cc1ccc2c(c1)O[C@H](CN(C)C(=O)NCCC)[C@H](C)CN([C@H](C)CO)S2(=O)=O | 5.3
C[C@@H]1CN([C@H](C)CO)C(=O)c2cc(C3=CCCCC3)cnc2O[C@@H]1CN(C)S(C)(=O)=O | 3.1
C[C@H](CO)N1C[C@H](C)[C@@H](CN(C)C(=O)Nc2ccccc2)OCCCC[C@H](C)Oc2ccc(NC(=O)CCC(F)(F)F)cc2C1=O | -68.0
C[C@@H]1CCCCO[C@H](CN(C)C(=O)Cc2ccccc2)[C@@H](C)CN([C@H](C)CO)C(=O)c2cc(NC(=O)Nc3ccccc3)ccc2O1 | ?
CN(C)CC(=O)Nc1ccc2c(c1)[C@@H]1C[C@H](CC(=O)NCCc3ccccc3)O[C@@H](CO)[C@@H]1O2 | -5.0
CCCC#Cc1ccc2c(c1)O[C@H](CN(C)Cc1ccc3c(c1)OCO3)[C@H](C)CN([C@@H](C)CO)S2(=O)=O | -2.6
C[C@@H]1CN([C@@H](C)CO)C(=O)c2cccc(NS(=O)(=O)c3ccc(Cl)cc3)c2O[C@H]1CN(C)C(=O)Nc1ccc(F)cc1 | 7.9
COCCCNC(=O)[C@@]1(Cc2ccccc2CN=[N+]=[N-])N=C(c2ccc(OCCCO)cc2)O[C@H]1c1ccccc1 | 8.1
C[C@H](CO)N1C[C@H](C)[C@@H](CN(C)C(=O)C2CC2)Oc2cc(C#Cc3ccccc3)ccc2S1(=O)=O | 16.5
CC(C)NC(=O)Nc1cccc2c1O[C@@H](CN(C)Cc1ccc(C(=O)Nc3ccccc3N)cc1)[C@@H](C)CN([C@H](C)CO)C2=O | -5.1
C[C@H](CO)N1C[C@H](C)[C@H](CN(C)Cc2ccc(C(=O)O)cc2)Oc2ncc(-c3ccc(F)cc3)cc2C1=O | 1.9
C[C@H](CO)N1C[C@H](C)[C@@H](CN(C)S(=O)(=O)c2cccs2)Oc2c(NS(=O)(=O)c3ccccc3)cccc2C1=O | 4.8
C[C@@H]1CCCCO[C@H](CN(C)Cc2ccc(Cl)c(Cl)c2)[C@@H](C)CN([C@H](C)CO)C(=O)c2cc(N(C)C)ccc2O1 | -21.8
